# S1P3 antagonist = S1P3 receptor antagonists, primary screen, cell-based. CHO S1P3 NFAT-BLA reporter, FRET fluorescence, antagonist mode. inhibition, % at 4.98 µM. 0.27% of 170,000 active;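 active means inhibition above the plate cutoff, the mean inhibition of test wells on that plate plus 3 SD, cut at about 28% in these data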;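 further: cells challenged with S1P at its EC80 of 0.8 µM; blue over green emission ratio from cleaved BLA substrate after 4 h stimulation; 0% = S1P-stimulated wells and 100% = unstimulated DMSO-only wells; some compounds past the cut are filed as inactive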
# Target sequence (Q99500 whole entry, looked up): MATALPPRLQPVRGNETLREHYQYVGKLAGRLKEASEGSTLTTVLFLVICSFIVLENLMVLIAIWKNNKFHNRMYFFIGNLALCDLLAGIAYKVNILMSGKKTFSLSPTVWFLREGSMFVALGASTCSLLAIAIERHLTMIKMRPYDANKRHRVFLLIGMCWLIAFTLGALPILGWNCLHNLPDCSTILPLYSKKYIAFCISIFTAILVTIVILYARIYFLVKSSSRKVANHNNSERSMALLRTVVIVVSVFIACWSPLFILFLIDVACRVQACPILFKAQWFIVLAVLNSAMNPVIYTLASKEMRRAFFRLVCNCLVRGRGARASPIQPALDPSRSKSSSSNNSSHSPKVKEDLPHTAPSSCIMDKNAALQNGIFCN
# ROMK primary = ROMK potassium channel modulators, primary screen, cell-based, thallium flux, MLSMR library; ATP-sensitive inward rectifier potassium channel 1 (Homo sapiens), P48048; Tet-inducible ROMK, thallium flux fluorescence; actives lie on both sides; B-score at 10 µM; 2% of 130,000 active; AID 1918, 2009;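 active means signal ratio slope over the read window, or its plate-corrected B-score, at least 3 SD from the plate mean, either direction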;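 further: B-score of the F/F0 ratio slope over 7 to 12 s after thallium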
# Target sequence (P48048 whole entry, looked up): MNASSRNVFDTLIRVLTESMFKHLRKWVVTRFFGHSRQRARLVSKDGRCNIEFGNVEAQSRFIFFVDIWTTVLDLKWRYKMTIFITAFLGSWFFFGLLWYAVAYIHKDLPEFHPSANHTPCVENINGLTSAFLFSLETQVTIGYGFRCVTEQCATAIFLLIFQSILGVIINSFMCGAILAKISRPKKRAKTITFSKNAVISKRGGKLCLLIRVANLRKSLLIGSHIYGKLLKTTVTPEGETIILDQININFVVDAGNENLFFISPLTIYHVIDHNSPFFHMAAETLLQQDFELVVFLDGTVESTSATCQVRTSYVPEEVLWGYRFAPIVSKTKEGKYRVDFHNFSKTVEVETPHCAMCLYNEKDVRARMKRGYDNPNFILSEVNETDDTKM
# PPARg SRC-3 ag = PPARgamma agonists recruiting SRC-3 coactivator, primary screen, biochemical; biochemical PPARgamma/SRC-3 coactivator recruitment assay; 0.26% of 200,000 active; activation, % at 8 µM; in the data active means activation above about 23%;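 further: 0% = DMSO and 100% = reference agonist; some compounds past the cut are filed as inactive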
# PPARg SRC-2 ag = agonists of PPARg-SRC-2 recruitment, primary screen, biochemical, HTS | activation, % at 8 µM | 0.34% of 200,000 active | Peroxisome proliferator-activated receptor gamma (Homo sapiens), P37231 | PPARgamma LBD-SRC-2 recruitment; in the data active means activation above about 22%;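 further: 0% = vehicle and 100% = reference agonist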
# bIAP inhibitor = bovine intestinal alkaline phosphatase inhibitors, primary screen, selectivity assay for TNAP inhibitor project, biochemical, bovine IAP, CDP-star luminescence; AID 1019, 2008; inhibition, % at 20 µM; purified bovine IAP, 30 min; alkaline phosphatase, intestinal [Bos taurus]; 190,000 tested, under 10 active;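 active means over 50% inhibition of intestinal alkaline phosphatase at 20 µM in the single-dose screen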
#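 System: Purified bovine intestinal alkaline phosphatase (IAP) enzyme | Input: IAP diluted 1/65,000,000 in the well | Also added: CDP-star chemiluminescent phosphatase substrate, 30 µM final | Dosing: 20 µM single dose | Times: Enzyme reaction for 30 min at room temperature | Detection: Luminescence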
# HMGR II inh = inhibitors of E. faecalis class II HMGR, primary screen, biochemical, Enterococcus faecalis. AID 1066, 2008. purified E. faecalis HMGR, NADPH absorbance 340 nm kinetic. 0.41% of 190,000 active. inhibition, % at 10 µM. HMG-CoA reductase (Enterococcus faecalis, mvaE);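 active means inhibition above a set limit, the median over all tested compounds plus 3 SD, cut at about 9.5% in these data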;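 further: enzyme runs in reverse so mevalonate oxidation gives rising NADPH absorbance; 0% = complete reaction with DMSO and 100% = background rate lacking mevalonate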
# L major viab = Leishmania major promastigote growth inhibition, primary screen. 9% of 200,000 active. Leishmania major promastigotes, resazurin fluorescence viability. inhibition, % at 10 µM. AID 1063, 2008; in the data active means inhibition above about 50%;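 further: promastigotes grown with compound for 44 hours at 28 °C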
# PPARg SRC1 recr = PPARgamma agonists recruiting SRC-1 coactivator, primary screen, biochemical; Peroxisome proliferator-activated receptor gamma (Homo sapiens), P37231; PPARgamma-SRC-1 coactivator recruitment biochemical assay; activation, % at 8 µM; 0.41% of 200,000 active; in the data active means activation above about 19%;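 further: 0% = DMSO and 100% = reference agonist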
# RAM network inh = inhibitors of the yeast RAM network, primary screen, dse1pr::URA3 reporter, 5-FOA selection. S. cerevisiae dse1pr::URA3 reporter, 5-FOA growth OD615, 2 d; analog-sensitive cbk1-as2 kinase mutant strain. inhibition, % at 50 µM. 1.8% of 190,000 active;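 active means inhibition above a set limit, 3 SD over mean compound inhibition, cut at about 8.4% in these data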;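 further: 0% = DMSO-only wells with no growth and 100% = 10 µM 1-NA-PP1 full growth; inhibition rescues growth on 5-FOA so higher OD means more RAM inhibition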
# Redox H2O2 prof = compounds producing H2O2 with reducing agent – biochemical, NIH compound library profiling, artefact control for MLSCN library redox annotation, primary screen; DTT-dependent redox cycling H2O2, phenol red/HRP absorbance; 100% = 100 µM peroxide control, 0% = buffer; activation, % at 10 µM; 0.03% of 200,000 active; AID 878, 2007;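 active means activation of at least 50% relative to the plate's high and low controls in the primary single-dose screen; inactive means activation below 50%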;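 further: compound incubated with DTT at 0.8 mM final as the reducing agent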
# TR-FRET SRC-2 ct = TR-FRET signal artefacts, primary screen, artefact control for PPARgamma SRC-2 agonist project, biochemical. TR-FRET artefact counter-screen; hits give high values. TR-FRET ratio at 8 µM. 0.4% of 200,000 active. AID 1049, 2008; in the data active means TR-FRET ratio above about 2000; further: inactives centre near 1500
# The depositor's hits bear a star; / = no result given.
No.	Compound	S1P3 antagonist	ROMK primary	PPARg SRC-3 ag	PPARg SRC-2 ag	bIAP inhibitor	HMGR II inh
1	COc1cc(N(C(=O)Cc2cccs2)C(C(=O)NC2CCCCC2)c2ccc(C)cc2)ccc1-n1cnnn1 (stereo not drawn)	4	0.54	2	-7	21	-1
2	OC1CCN(c2c3c(nc4cc(-c5ccc(Cl)cc5)nn24)CCC3)CC1	/	-0.24	15	3	6	-1
3	CCn1c(=O)c(C(=O)Nc2ccccc2S(N)(=O)=O)c(O)c2ccccc21	2	/	-2	0	0	-4
4	O=C(Cc1c(F)cccc1Cl)Nc1ccccc1N1CCCCC1	-12	0.38	2	-4	14	-1
5	COc1ccccc1NS(=O)(=O)c1cccc(C(=O)N/N=C2\CC(=O)CC(C)(C)C2)c1	-3	0.3	6	7	-13	-1
6	COc1ccc2c(C)c(Cc3ccccc3)c(=O)oc2c1OC	-10	-0.057	3	0	1	5
7	C#CCOCCOCCOCCNc1nc(N2CCN(C(=O)[C@H](CCCCN)n3cc(C(N)[C@H](C)CC)nn3)CC2)nc(N2CCN(C(=O)[C@H](CCC(=O)O)n3cc(C(N)[C@H](C)CC)nn3)CC2)n1 (stereo partly drawn)	-6	/	-3	-1	-8	-1
8	COc1ccc(-c2nc(C#N)c(NCC3CCCO3)o2)cc1 (stereo not drawn)	11	-0.019	-10	8	10	0

No.	L major viab	PPARg SRC1 recr	RAM network inh	Redox H2O2 prof	TR-FRET SRC-2 ct
1	63*	-2	1.7	0.1	1588
2	-3	-7	0.5	0.5	1452
3	-11	7	7.5	0.9	1518
4	-2	-4	-0.4	-0.2	1406
5	-7	3	2.5	-0.2	1585
6	12	6	2.2	0.2	1496
7	-1	-4	1.6	0.7	1448
8	43	-1	0.1	7.5	1559

No.	Compound	S1P3 antagonist	ROMK primary	PPARg SRC-3 ag	PPARg SRC-2 ag	bIAP inhibitor	HMGR II inh
9	Cc1cccc(NC2=NC(=S)N(CC#N)C23CCCCC3)c1	/	/	-3	-3	10	-5
10	CCCCNC(=S)N(Cc1c(C)noc1C)c1ccccc1	-8	/	-3	-3	-39	0
11	COCCNC(=O)NC(=O)COC(=O)c1ccc2[nH]c3c(c2c1)CCCC3	2	-0.44	-4	4	-2	-3
12	CC1CCCN(C(=O)CSCC(=O)Nc2nc(-c3cccs3)cs2)C1 (stereo not drawn)	3	/	10	-5	-2	-12
13	O=C(NCc1ccc(F)cc1)C1CCCN(S(=O)(=O)c2cccc3nsnc23)C1 (stereo not drawn)	/	-0.31	11	6	5	2
14	COc1ccc(CN2C(=O)C(O)(CC(=O)c3c(C)n[nH]c3C)c3ccccc32)cc1OC (stereo not drawn)	-45	/	16	8	3	0
15	Cc1cc(C(=O)Nc2c(C)cccc2C)n(-c2ccccc2)n1	/	/	-10	-1	4	1
16	COC(=O)COC(=O)c1ccc(Oc2nc(OC)nc(N(C)C)n2)cc1	29	-2.2	9	0	4	0

No.	L major viab	PPARg SRC1 recr	RAM network inh	Redox H2O2 prof	TR-FRET SRC-2 ct
9	3	-7	2.5	0.6	1433
10	-4	11	1.2	0.2	1512
11	9	0	4.6	-2.6	1573
12	-3	4	2.1	12	1571
13	-2	3	2.9	0.2	1424
14	-2	-2	0.3	-1.1	1566
15	-5	-3	1.0	-0.9	1658
16	-3	-1	-0.2	2.0	1599

No.	Compound	S1P3 antagonist	ROMK primary	PPARg SRC-3 ag	PPARg SRC-2 ag	bIAP inhibitor	HMGR II inh
17	CCN(CC)C(=O)c1sc2[nH]c(=S)n(-c3ccccc3)c(=O)c2c1C	/	/	9	27*	1	-1
18	Cc1onc(-c2ccccc2Cl)c1C(=O)N1CC(C)OC(C)C1 (stereo not drawn)	18	/	-8	-7	5	1
19	O=C(COC(=O)c1ccccc1)NCc1ccco1	-6	/	5	11	5	2
20	COc1cc(C(=O)NCc2ccc3c(c2)cc(C)n3C)cc(OC)c1OC	-1	-0.68	1	-1	-4	-5
21	O=C(COC(=O)c1cnccn1)c1ccccc1	/	1.3	-3	3	12	-6
22	COc1ccc(S(=O)(=O)N[C@@H](CC(C)C)C(=O)O)cc1	10	1.3	-10	-2	8	-1
23	CC(=O)Nc1ccc(S(=O)(=O)NNC(=O)COc2ccc(C(C)(C)C)cc2)cc1	/	0.71	5	2	5	0
24	O=C(Nc1nc(-c2ccc3c(c2)OCO3)cs1)C1COc2ccccc2O1 (stereo not drawn)	-11	/	0	3	28	-6

No.	L major viab	PPARg SRC1 recr	RAM network inh	Redox H2O2 prof	TR-FRET SRC-2 ct
17	-7	13	1.9	1.3	1795
18	3	-9	0.6	2.5	1325
19	-8	6	1.1	1.6	1627
20	1	4	4.2	-0.9	1601
21	-3	5	-1.0	0.5	1499
22	-5	-3	1.7	2.5	1407
23	-1	6	0.2	0.1	1703
24	-6	9	2.8	-1.4	1582

No.	Compound	S1P3 antagonist	ROMK primary	PPARg SRC-3 ag	PPARg SRC-2 ag	bIAP inhibitor	HMGR II inh
25	CC(CC(=O)O)C(=O)c1ccc(Cl)c([N+](=O)[O-])c1 (stereo not drawn)	-4	0.8	-2	-4	-4	1
26	O=C(Cn1c(=O)oc2ccccc21)N1CCN(c2ccccc2)CC1	0	/	-1	-5	4	-5
27	COc1cc(C(=O)Nc2ccc3c(c2)N(C(=O)CCN(C)C)c2ccccc2CC3)cc(OC)c1OC	4	-0.81	-2	4	-13	-1
28	O=C(NCCc1ccccc1)C1CCCN(C(=O)NC2CCCCC2)C1 (stereo not drawn)	-8	/	8	8	6	-7
29	O=C(Cn1c(=O)oc2ccccc21)N1CCCCC1	/	0.11	-16	-8	-3	-1
30	CCO[C@@H]1OC(C(=O)NCc2ccccc2)=C[C@H](c2ccccc2)[C@H]1CCCO	-11	/	-1	-17	0	-1
31	Cc1cccc(NC(=O)Cn2c(=O)oc3ccccc32)c1	5	0.25	3	-5	7	-6
32	O=C(NC1CC(=O)c2sccc21)c1ccc(Cl)cc1Cl (stereo not drawn)	0	-0.48	1	3	-4	-4

No.	L major viab	PPARg SRC1 recr	RAM network inh	Redox H2O2 prof	TR-FRET SRC-2 ct
25	-1	-4	-0.3	-0.4	1601
26	-1	4	2.1	2.4	1440
27	-1	2	2.9	7.5	1496
28	-6	4	1.3	0.0	1747
29	-1	-1	0.9	-0.1	1372
30	13	2	0.4	-0.7	1313
31	-2	7	1.9	-0.4	1546
32	-8	5	-1.2	5.2	1506

No.	Compound	S1P3 antagonist	ROMK primary	PPARg SRC-3 ag	PPARg SRC-2 ag	bIAP inhibitor	HMGR II inh
33	Cc1ccccc1NS(=O)(=O)c1cc(OCC(N)=O)c(C)cc1Cl	13	0.009	-3	-1	8	-4
34	O=C(COC(=O)C1CCCCC1)Nc1ccc([N+](=O)[O-])cc1	-2	0.35	0	4	8	-2
35	CSCCC(NC(=O)c1cncc(Br)c1)C(=O)O (stereo not drawn)	-8	/	1	11	3	-1
36	CN(CCC#N)C(=O)COC(=O)c1ccccc1C(=O)c1ccc(Cl)c([N+](=O)[O-])c1	-6	0.41	-9	1	2	3
37	CCOC(=O)C1CCCN(C(=O)c2cc(-c3ccccc3)on2)C1 (stereo not drawn)	-16	0.14	0	-1	-4	2
38	O=C(CS(=O)(=O)c1ccccc1)NCc1ccco1	7	-0.12	6	3	-1	0
39	CCCN(CCC)S(=O)(=O)c1ccc(N2CCCC2=O)c([N+](=O)[O-])c1	-6	-0.28	3	1	5	-2

No.	L major viab	PPARg SRC1 recr	RAM network inh	Redox H2O2 prof	TR-FRET SRC-2 ct
33	2	2	-1.1	0.4	1698
34	-5	2	-0.6	-1.9	1587
35	9	2	1.2	-1.0	1581
36	3	1	0.4	-0.1	1594
37	-8	3	0.1	0.6	1576
38	-6	-1	-0.1	-0.1	1566
39	-5	8	4.1	0.3	1550

# Filtered by structure, the compounds so far containing four or more nitrogen atoms.
No.	Compound	S1P3 antagonist	ROMK primary	PPARg SRC-3 ag	PPARg SRC-2 ag	bIAP inhibitor	HMGR II inh
1	COc1cc(N(C(=O)Cc2cccs2)C(C(=O)NC2CCCCC2)c2ccc(C)cc2)ccc1-n1cnnn1 (stereo not drawn)	4	0.54	2	-7	21	-1
2	OC1CCN(c2c3c(nc4cc(-c5ccc(Cl)cc5)nn24)CCC3)CC1	/	-0.24	15	3	6	-1
7	C#CCOCCOCCOCCNc1nc(N2CCN(C(=O)[C@H](CCCCN)n3cc(C(N)[C@H](C)CC)nn3)CC2)nc(N2CCN(C(=O)[C@H](CCC(=O)O)n3cc(C(N)[C@H](C)CC)nn3)CC2)n1 (stereo partly drawn)	-6	/	-3	-1	-8	-1
9	Cc1cccc(NC2=NC(=S)N(CC#N)C23CCCCC3)c1	/	/	-3	-3	10	-5
13	O=C(NCc1ccc(F)cc1)C1CCCN(S(=O)(=O)c2cccc3nsnc23)C1 (stereo not drawn)	/	-0.31	11	6	5	2
16	COC(=O)COC(=O)c1ccc(Oc2nc(OC)nc(N(C)C)n2)cc1	29	-2.2	9	0	4	0

No.	L major viab	PPARg SRC1 recr	RAM network inh	Redox H2O2 prof	TR-FRET SRC-2 ct
1	63*	-2	1.7	0.1	1588
2	-3	-7	0.5	0.5	1452
7	-1	-4	1.6	0.7	1448
9	3	-7	2.5	0.6	1433
13	-2	3	2.9	0.2	1424
16	-3	-1	-0.2	2.0	1599

# Source: PubChem (several laboratories)
